TDP1 cell CPT: qHTS for Inhibitors of human tyrosyl-DNA phosphodiesterase 1 (TDP1): qHTS in cells in presence of CPT; chicken DT40 Tdp1-/-;hTDP1 cells + 20 nM CPT, ATP luminescence, 48 h; Potency, µM (highest dose often 46.2 µM), without a hit: at the highest dose activity change, negative = growth inhibition, actives largely listed as inhibitors; 12% of 420,000 active; active = well fitted inhibition curve with a large enough effect; inconclusive = small, poorly fitted or top-dose-only effect; also: nearly all actives have a fitted effect of over 55% in size
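Cell growth measured by CellTiter-Glo luminescence after a minimum 48 h, 37 C compound exposure with 20 nM CPT in Tdp1-knockout DT40 cells stably expressing hTDP1, seeded 400/well; qHTS titration format.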
An asterisk follows results filed as active; [ ] = dose if it differs, or a comment. % is scaled to controls: 0 for no effect and ±100 for the full control effect; potency is read from the fitted curve at half-maximal effect. This is a subset. The share of hits here may be higher or lower than overall.

CC1(C(=O)NCc2cccnc2)Cc2c(-c3cccc(C(F)(F)F)c3)ccnc2O1 (stereo not given) was read as TDP1 cell CPT 23µM*.
Screening COc1ccc(C(O)c2nc(-c3cccs3)cs2)cc1 (stereo not given) returned TDP1 cell CPT inconclusive.
`COc1ccc(Cl)cc1CNC[C@H]1O[C@@H](n2ccc(N)nc2=O)[C@H](O)[C@@H]1O` gave TDP1 cell CPT 4%.
For COc1cc(NC(C)=O)c2ncccc2c1Br the results were TDP1 cell CPT -17%.
OCC[C@@H]1C[C@H](O)[C@@H](O)[C@]2(OCc3cc(C(F)(F)F)ccc32)O1 was read as TDP1 cell CPT -10%.
Screening OCCN1CCN(c2cnc(-c3ccsc3)cn2)CC1 returned TDP1 cell CPT 0%.
`CC1C(=O)N(Cc2cn(CCC3OCCO3)nn2)CCS(=O)(=O)N1Cc1ccc(-c2ccc(F)cc2)cc1` (stereo not given) gave TDP1 cell CPT inconclusive.
For Cc1noc(C)c1-c1ccc(C(=O)NCc2cccnc2)c2occc12 the results were TDP1 cell CPT 13µM*.
`Cc1ccccc1CC1(C)C(=O)Nc2ccc(S(=O)(=O)NC3CCCCC3)cc21` (stereo not given) gave TDP1 cell CPT inconclusive.
`Clc1cc(Cl)cc(Nc2ccccc2CN(C/C=C/c2ccc3c(c2)OCO3)Cc2ccccc2)c1` gave TDP1 cell CPT 6%.
Screening COC1OC2COC(c3ccccc3)OC2C(NC(C)=O)C1OC(C)=O (stereo not given) returned TDP1 cell CPT 0%.
Screening O=C(Nc1ccccn1)C(c1ccccc1)c1ccccc1 returned TDP1 cell CPT 15µM*.
Cc1cc(C)nc(NS(=O)(=O)c2ccc(NS(=O)(=O)c3ccc(F)c(F)c3)cc2)n1 was read as TDP1 cell CPT 7%.
Screening O=C(NCc1ccccc1)C1C(c2ccc3c(c2)OCO3)=Nc2ccccc2N1C(=O)c1ccco1 (stereo not given) returned TDP1 cell CPT inconclusive.
For Cc1cc(Br)cn2c(Cc3cccc(F)c3)c(C3CCCCC3)nc12 the results were TDP1 cell CPT inconclusive.
`CCCCN1CC(N2CCN(C(=O)c3ccco3)CC2)CS1(=O)=O` (stereo not given) gave TDP1 cell CPT -17%.
COc1ccc(OC)c(NC(=O)c2cc(-c3ccc(F)cc3OC(C)C)n[nH]2)c1 was read as TDP1 cell CPT 16µM*.
Screening Cn1nccc1C(=O)NCC1CCC2(CCN(Cc3cccc4ncccc34)CC2)O1 (stereo not given) returned TDP1 cell CPT -1%.
`CCOc1ccc(S(=O)(=O)NCCC(=O)NNC(=O)c2ccc(F)cc2)cc1` gave TDP1 cell CPT -16%.
CC1(Cc2ccc3c(c2)OCO3)C(=O)Nc2c(Cl)ccc(Cl)c21 (stereo not given) was read as TDP1 cell CPT inconclusive.
CCOC(=O)C1(C)CCN1C(=O)c1cc(-c2ccc(Cl)cc2)oc1C (stereo not given) was read as TDP1 cell CPT 18µM*.
For COC(=O)c1ccc2nc(-c3ccc(C#N)cc3)c(Cc3cccc(Cl)c3)n2c1 the results were TDP1 cell CPT 21µM*.
CC(C)(CO)NC(=O)c1cnn(-c2ncc3c(n2)-c2ccccc2CC3)c1C1CC1 was read as TDP1 cell CPT 6%[9.04 µM].
Screening CC(C)(C)c1ccc(C(O)c2ncc(-c3ccc4ccccc4c3)[nH]2)cc1 (stereo not given) returned TDP1 cell CPT inconclusive.
For CCN(CC)C(=O)c1ccc2sc([C@@H]3O[C@H](CO)[C@H](O)[C@H](O)[C@H]3O)nc2c1 the results were TDP1 cell CPT -3%.
For Cn1ccnc1C1CCCCN1C(=O)CN1Cc2ccccc2OC(c2ccccc2F)C1 (stereo not given) the results were TDP1 cell CPT -11%[9.04 µM].
For O=C1c2c(-c3ccc(Br)cc3)noc2CCN1Cc1cn(Cc2cccnc2)nn1 the results were TDP1 cell CPT inconclusive.
Screening COc1ccc(C(=O)N2CCOC2CNC(=O)C(=O)NCc2ccccc2)cc1 (stereo not given) returned TDP1 cell CPT 9%.
For CC(C)CNC(=O)C1(C)CCCN1C(=O)c1cncc(Br)c1 (stereo not given) the results were TDP1 cell CPT -15%.
For CCOC(=O)C1(C)CCN1C(=O)c1ccc(OC)cc1OC (stereo not given) the results were TDP1 cell CPT -6%.

The last two compounds of the part above come first, to join the parts.
For CC(C)CNC(=O)C1(C)CCCN1C(=O)c1cncc(Br)c1 (stereo not given) the results were TDP1 cell CPT -15%.
For CCOC(=O)C1(C)CCN1C(=O)c1ccc(OC)cc1OC (stereo not given) the results were TDP1 cell CPT -6%.
CCN1C(=O)c2ccccc2C1Nc1ccc(OCCN2CCCCC2)cc1 (stereo not given) was read as TDP1 cell CPT -7%.
`CC1(C(=O)NCc2cccc(C(F)(F)F)c2)CCN1Cc1ccc2ccccc2c1` (stereo not given) gave TDP1 cell CPT inconclusive.
CC1(C(=O)NS(=O)(=O)c2ccc(Cl)cc2)CCN1C(=O)Cc1ccccc1 (stereo not given) was read as TDP1 cell CPT 1%.
`CN1CCN(C(=O)C2=NOC3(C2)C(=O)Nc2ccccc23)CC1` (stereo not given) gave TDP1 cell CPT -8%.
CCc1nc2ccc(C(=O)NCCN3CCOCC3)cn2c1N(CCC(C)C)CCN(C)C was read as TDP1 cell CPT -12%.
`COc1cc(-c2cc3nc(NCCc4ccc(S(N)(=O)=O)cc4)ccn3n2)cc(OC)c1OC` gave TDP1 cell CPT 23µM*.
For CCCCNC(=O)C1(C)CCCCN1C(=O)c1ccc(C#N)cc1 (stereo not given) the results were TDP1 cell CPT 3%.
`CN(Cc1ccccc1)C(=O)Cn1nnc(-c2ccccc2)c1COc1ccc2ccccc2c1` gave TDP1 cell CPT 23µM*.
For CCOC(=O)c1cc(=O)nc(N)s1 the results were TDP1 cell CPT -25%.
For CC(C)C[C@H]1CN([C@@H](CC(C)C)CN2CCC[C@H]2CN2C(=O)C(=O)NC[C@@H]2Cc2ccccc2)C(=O)C(=O)N1CCc1ccccc1 the results were TDP1 cell CPT 3%.

Sorted by SMILES length (smallest number first): 6 of the compounds above
For CCCCNC(=O)C1(C)CCCCN1C(=O)c1ccc(C#N)cc1 (stereo not given) the results were TDP1 cell CPT 3%.
For Cc1cc(Br)cn2c(Cc3cccc(F)c3)c(C3CCCCC3)nc12 the results were TDP1 cell CPT inconclusive.
CC1(Cc2ccc3c(c2)OCO3)C(=O)Nc2c(Cl)ccc(Cl)c21 (stereo not given) was read as TDP1 cell CPT inconclusive.
For O=C1c2c(-c3ccc(Br)cc3)noc2CCN1Cc1cn(Cc2cccnc2)nn1 the results were TDP1 cell CPT inconclusive.
`Cc1ccccc1CC1(C)C(=O)Nc2ccc(S(=O)(=O)NC3CCCCC3)cc21` (stereo not given) gave TDP1 cell CPT inconclusive.
`CC1C(=O)N(Cc2cn(CCC3OCCO3)nn2)CCS(=O)(=O)N1Cc1ccc(-c2ccc(F)cc2)cc1` (stereo not given) gave TDP1 cell CPT inconclusive.

A run of entries from further up, for reference:
CC1(C(=O)NS(=O)(=O)c2ccc(Cl)cc2)CCN1C(=O)Cc1ccccc1 (stereo not given) was read as TDP1 cell CPT 1%.
`CN1CCN(C(=O)C2=NOC3(C2)C(=O)Nc2ccccc23)CC1` (stereo not given) gave TDP1 cell CPT -8%.
CCc1nc2ccc(C(=O)NCCN3CCOCC3)cn2c1N(CCC(C)C)CCN(C)C was read as TDP1 cell CPT -12%.
`COc1cc(-c2cc3nc(NCCc4ccc(S(N)(=O)=O)cc4)ccn3n2)cc(OC)c1OC` gave TDP1 cell CPT 23µM*.
For CCCCNC(=O)C1(C)CCCCN1C(=O)c1ccc(C#N)cc1 (stereo not given) the results were TDP1 cell CPT 3%.
`CN(Cc1ccccc1)C(=O)Cn1nnc(-c2ccccc2)c1COc1ccc2ccccc2c1` gave TDP1 cell CPT 23µM*.

(list continues)
Screening Cc1ccc(-n2ncc(-c3n[nH]c(=S)o3)c2N)cc1C returned TDP1 cell CPT -7%.
Screening CCCCCCCCN1C(=O)[C@H](CC(=O)N2CCN(C(=O)c3ccco3)CC2)C[C@@]2(C(=O)OC)CC(C)(C)CC=C12 returned TDP1 cell CPT 12µM*.
Screening COc1cc(CNC[C@H]2O[C@@H](n3ccc(N)nc3=O)[C@H](O)[C@@H]2O)ccc1OCc1ccc(C)cc1 returned TDP1 cell CPT -1%.
Screening O=c1cc(CN2CCN(c3ccccc3F)CC2)c2c(ccc3ccccc32)o1 returned TDP1 cell CPT 16µM*.
COc1ccc(CCCNC(=O)C2(C)Cc3c(-c4ccc5c(c4)OCO5)ccnc3O2)cc1 (stereo not given) was read as TDP1 cell CPT 5.2µM*.
COc1ccc(CN2C(=O)c3ccccc3C2c2nnnn2-c2c(C)cccc2C)cc1OC (stereo not given) was read as TDP1 cell CPT inconclusive.
`CCC(C)CN1C(=O)CSCC1(C)C(=O)Nc1ccc2c(c1)OCCO2` (stereo not given) gave TDP1 cell CPT -19%.
CCC1NC(=O)c2cccnc2-n2c1nc1ccc(F)cc1c2=O (stereo not given) was read as TDP1 cell CPT -6%.
Screening COCCCN1C(=O)C(CC(=O)NCCN2CCOCC2)CC(C(=O)N(C)C)=C1C (stereo not given) returned TDP1 cell CPT 7%.
Screening OC(c1cccc(CN2CCCCC2)c1)c1ncc(-c2ccccc2Cl)[nH]1 (stereo not given) returned TDP1 cell CPT inconclusive.
For COc1ccccc1CC1(C)C(=O)Nc2ccc(S(=O)(=O)NC3CCCCC3)cc21 (stereo not given) the results were TDP1 cell CPT 21µM*.
COc1cccc(CNC(=O)c2ccc(S(=O)(=O)N3CCCCC3)cc2)c1 was read as TDP1 cell CPT -29%.
`CCOc1ccc(CCN2C(=S)N([C@@H](Cc3ccccc3)CN3CCC[C@@H]3CN3C(=S)NC[C@@H]3CC(C)C)C[C@@H]2Cc2ccccc2)cc1` gave TDP1 cell CPT inconclusive.
Screening CS(=O)(=O)N1CCCCC1c1cc(C(=O)Nc2ccccc2Cl)no1 (stereo not given) returned TDP1 cell CPT -22%.
CC1(Cc2cc(Cl)ccc2C(F)(F)F)C(=O)Nc2ccc(OC(F)(F)F)cc21 (stereo not given) was read as TDP1 cell CPT 23µM*.
CCCc1c(C(=O)N/N=C(\C)c2ccccc2O)nnn1-c1nonc1N was read as TDP1 cell CPT 8.2µM*.
For COc1ccc(C(O)c2nc(-c3ccc4c(c3)OCO4)cs2)cc1 (stereo not given) the results were TDP1 cell CPT inconclusive.
`COc1cccc(CNc2nc3cc(-c4ccccc4)sc3c(=O)n2C)c1OC` gave TDP1 cell CPT 16µM*.
CNc1cncc(-c2ccc(CN3CCOCC3)cc2)n1 was read as TDP1 cell CPT inconclusive.
Cc1ncccc1C(=O)N1CCCC(c2cc(C(=O)Nc3ccc(C(C)(C)C)cc3)no2)C1 (stereo not given) was read as TDP1 cell CPT 13µM*.
`CSc1ccc(Cn2c(C)c(C(=O)NCc3ccccc3C(F)(F)F)sc2=O)cc1` gave TDP1 cell CPT inconclusive.
`CCc1nc2ccc(C(=O)NCc3ccc(OC)cc3)cn2c1N(C)Cc1ccc(OC)cc1` gave TDP1 cell CPT inconclusive.
Cc1cc(C)cc(C(O)c2ncc(-c3cccc(C(F)(F)F)c3)[nH]2)c1 (stereo not given) was read as TDP1 cell CPT inconclusive.
Cc1c(N)nc(C(CC(N)=O)NCC(N)C(N)=O)nc1C(=O)NC(C(=O)NC(C)C(O)C(C)C(=O)NC(C(=O)NCCc1nc(-c2nc(C(=O)NCCCN[C@@H](C)c3ccccc3)cs2)cs1)C(C)O)C(O[C@@H]1O[C@@H](CO)[C@@H](O)[C@H](O)[C@@H]1O[C@H]1O[C@H](CO)[C@@H](O)[C@H](OC(N)=O)[C@@H]1O)c1cnc[nH]1 (stereo not given in full) was read as TDP1 cell CPT 1.2µM*.
`O=C(O)c1cc(O)c2c(c1)[C@H]([C@H]1c3cc(C(=O)O)cc(O)c3C(=O)c3c(O[C@@H]4O[C@H](CO)[C@@H](O)[C@H](O)[C@H]4O)cccc31)c1cccc(O[C@@H]3O[C@H](CO)[C@@H](O)[C@H](O)[C@H]3O)c1C2=O` gave TDP1 cell CPT -21%.
`COc1ccc2c(c1)CCc1cnc(-n3ncc(C(=O)N4CCN(CCO)CC4)c3C3CC3)nc1-2` gave TDP1 cell CPT 6%.
`COc1ccccc1C(=O)NCCN1CCCC1` gave TDP1 cell CPT -9%.
Screening CC(NC(=O)c1cccnc1)c1nnc2n1CCN(Cc1ccc(-c3ccccc3Cl)o1)CC2 (stereo not given) returned TDP1 cell CPT -5%.
Cc1cc2nc(C3CCCCC3)c(Cc3cccc(F)c3)n2c(C)c1Br was read as TDP1 cell CPT 16µM*.
`CCOC(=O)C1=CCN(S(=O)(=O)c2cccc(Cl)c2)C1c1cccc(C)c1` (stereo not given) gave TDP1 cell CPT inconclusive.
For CC(=O)NC(C)(c1ccccc1)c1nc(-c2cccc(C#N)c2)cs1 (stereo not given) the results were TDP1 cell CPT inconclusive.
Screening CCOc1ccccc1NC(=O)c1ccc2c(O)c(S(=O)(=O)c3ccccc3)c(=O)[nH]c2c1 returned TDP1 cell CPT 1%.
For COc1ccc([C@H]2C[C@H](O)[C@@H](n3cc(-c4ccc(F)cc4)nn3)CN2C(=O)c2cccs2)cc1 the results were TDP1 cell CPT inconclusive.
`Nc1ncc(-c2ccc(-c3ccccc3)cc2F)cc1-c1ccccc1F` gave TDP1 cell CPT inconclusive.
Screening OC(c1ccccc1)(c1nc(-c2ccc(Cl)cc2)cs1)C(F)(F)F (stereo not given) returned TDP1 cell CPT inconclusive.
Cc1ccccc1CN1C(=O)c2ccccc2C1c1nnnn1-c1ccc2c(c1)OCCO2 (stereo not given) was read as TDP1 cell CPT 5.2µM*.
`COc1cc(OC)c(CN2CCOc3ccc(CN4CCC(O)CC4)cc3C2)c(OC)c1` gave TDP1 cell CPT inconclusive.
`Cc1cc(-c2ccncc2)n2ncc(-c3ccccc3)c2n1` gave TDP1 cell CPT inconclusive.
CC1C(c2ccccc2)=Nn2c(=O)n(-c3ccccc3)c(=O)n21 (stereo not given) was read as TDP1 cell CPT inconclusive.
